B2AR arrestin – qHTS assay of beta-arrestin-biased ligands of beta2-adrenergic receptor. Beta-2 adrenergic receptor (Homo sapiens), P07550. beta-arrestin recruitment to beta2AR, cell-based reporter. Potency, µM (highest dose often 46.1 µM), inactives show top-dose activation, usual class: activators. 0.02% of 330,000 active. AID 492947, 2010;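 further: potency means the concentration at half of the fitted maximal effect; 0% = DMSO controls and full agonism = EC100 isoproterenol or metaproterenol; nearly all actives have a fitted effect of over 65% in size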
Target sequence (P07550 whole entry, looked up): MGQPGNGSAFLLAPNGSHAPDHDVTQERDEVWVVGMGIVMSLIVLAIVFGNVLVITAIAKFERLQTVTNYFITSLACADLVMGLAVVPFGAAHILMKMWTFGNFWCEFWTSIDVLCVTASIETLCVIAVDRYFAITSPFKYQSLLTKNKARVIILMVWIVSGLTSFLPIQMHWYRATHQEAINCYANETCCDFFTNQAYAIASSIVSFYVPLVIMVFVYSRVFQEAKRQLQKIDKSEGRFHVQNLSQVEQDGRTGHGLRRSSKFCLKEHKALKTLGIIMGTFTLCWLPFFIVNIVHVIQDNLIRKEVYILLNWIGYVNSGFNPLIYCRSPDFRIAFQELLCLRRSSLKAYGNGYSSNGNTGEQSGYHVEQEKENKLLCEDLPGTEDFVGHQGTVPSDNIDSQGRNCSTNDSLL
ELG1 genotoxic – qHTS screen for small molecules that induce genotoxicity in human embryonic kidney (HEK293T) cells expressing luciferase-tagged ELG1. HEK293T ELG1-luciferase reporter, luminescence, 16 h. Potency, µM (highest dose often 46 µM), inactives show top-dose activity change, positive = activation, actives largely listed as activators. 1.3% of 330,000 active. AID 504466, 2011; further: potency means the concentration at half of the fitted maximal effect; % of control where 0% means no effect; nearly all actives have a fitted effect of over 60% in size
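Quantitative HTS format in 1536-well plates. HEK293T ELG1-luciferase reporter cells receive test compound and are incubated 16 hr at 37 °C, 5% CO2; ONE-Glo added, 30 min room temperature, then luminescence read.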
Eya2 phos inh – qHTS Assay for Inhibitors of the Phosphatase Activity of Eya2. Protein phosphatase EYA2 (Homo sapiens), O00167. AID 488837, 2010. Potency, µM (series often up to 76.9 µM), without a hit: at the top dose activity, negative = inhibition, most hits filed as inhibitors. 0.006% of 330,000 active. recombinant Eya2, OMFP fluorescence dephosphorylation (OMFP is methylfluorescein phosphate); further: potency means the concentration at half of the fitted maximal effect; on the % scale 0 is the no-effect control and ±100 the full control effect
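Eya2 protein (added as 0.2 uM solution) was preincubated with compound for 10 min at ambient temperature in 50 mM HEPES pH 7.5, 50 mM NaCl, 5 uM MgCl2, 0.05% BSA, 1 mM DTT. OMFP (added at 50 uM) then reacted 10 min; fluorescence read at 485/525 nm.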
Integrin act MD – qHTS for Activators of Integrin-Mediated Alleviation for Muscular Dystrophy; 0.064% of 350,000 active; Potency, µM (top dose mostly 38.3 µM), inactives show top-dose activation, most hits filed as activators; AID 624291, 2012; alpha7betagal myoblasts, beta-gal FDG fluorescence, 48 h;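 further: potency means the concentration at half of the fitted maximal effect; 100% = response of the positive control SU9516; nearly all actives have a fitted effect of over 60% in size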
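Alpha7betagal+/- myoblasts (passage 13) were plated 16-24 hr, then exposed to compounds (1:260 dilution of DMSO stock) for 48 hours at 37C. After MPER lysis, β-galactosidase reporter activity was read as FDG fluorescence (ex 480/em 540) after 30 minutes.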
TRPV1 agonist – HTS Assay for Compounds that Act as Agonists of the Vanilloid Receptor 1 | Transient receptor potential cation channel subfamily V member 1 (Homo sapiens), Q8NER1 | TRPV1-expressing cells, Fluo-8 calcium influx, agonist mode | activation, % at 8.33 µM | 0.19% of 320,000 active; in the data active means activation above about 80%; inconclusive means between about 30% and that limit; further: 0% is about no effect
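Cells expressing TRPV1 were dye-loaded with Fluo-8 and read kinetically: 10 s baseline, 3 min after compound (agonist portion), then 2 min after EC20 capsaicin (allosteric enhancer portion). Calcium-bound dye fluorescence at 480/520 nm.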
uPA surface inh – qHTS for Inhibitors of Cell Surface uPA Generation; cell surface uPA generation assay, qHTS; Potency, µM (doses to about 38.3 µM), without a hit: at the top dose activity change, negative = inhibition, hits mostly inhibitors; 0.31% of 330,000 active; AID 540303, 2011; active means well fitted inhibition curve with a large enough effect; inconclusive means small, poorly fitted or top-dose-only effect; inactive means no such curve, though single readings can be large or run the other way; tested in mouse RAW 264.7 cells; further: potency means the concentration at half of the fitted maximal effect; on the % scale 0 is the no-effect control and ±100 the full control effect; nearly all actives have a fitted effect of over 55% in size
S-ASM inh – Inhibitors of Secretory Acid Sphingomyelinase (S-ASM): qHTS. placental ASM, HMU-PC fluorogenic substrate, 60 min. Potency, µM (doses to about 57.5 µM), inactives show top-dose activity change, negative = inhibition, hits mostly inhibitors. 0.006% of 340,000 active. AID 504937, 2011; further: potency means the concentration at half of the fitted maximal effect
Target sequence (P17405 47-631 limits assumed): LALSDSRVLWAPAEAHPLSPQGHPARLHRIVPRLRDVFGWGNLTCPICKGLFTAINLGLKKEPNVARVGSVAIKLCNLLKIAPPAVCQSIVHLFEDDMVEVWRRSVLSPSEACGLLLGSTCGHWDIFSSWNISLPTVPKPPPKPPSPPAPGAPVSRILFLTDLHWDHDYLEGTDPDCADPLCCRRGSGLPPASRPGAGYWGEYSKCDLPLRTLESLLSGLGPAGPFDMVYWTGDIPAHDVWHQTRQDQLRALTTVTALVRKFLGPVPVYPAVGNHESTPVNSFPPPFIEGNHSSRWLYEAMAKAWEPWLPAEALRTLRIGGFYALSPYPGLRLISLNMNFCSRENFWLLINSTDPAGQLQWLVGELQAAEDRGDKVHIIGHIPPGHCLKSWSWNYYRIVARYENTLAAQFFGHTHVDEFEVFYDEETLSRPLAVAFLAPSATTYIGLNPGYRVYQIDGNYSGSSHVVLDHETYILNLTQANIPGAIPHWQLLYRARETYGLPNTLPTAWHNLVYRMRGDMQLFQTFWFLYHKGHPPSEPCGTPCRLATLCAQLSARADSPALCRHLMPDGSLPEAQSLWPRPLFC
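Human placenta-derived ASM enzyme was preincubated with compound for 10 minutes at room temperature, then given fluorogenic substrate HMU-PC0 (9 uM final) for 60 minutes at 37 °C; a pH 10 stop preceded fluorescence reading at Ex 386/Em 447 nm.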
BRCA1 expr act – qHTS Assay to Identify Small Molecule Activators of BRCA1 Expression; MCF7-BRCA1-FFLuc reporter, luminescence, 48 h; response scale: scaled: vehicle 0%, 10 µM genistein 100%; Potency, µM (series often up to 46.1 µM), without a hit: at the highest dose activation, hits mostly activators; 1.1% of 380,000 active; AID 624202, 2012; further: potency means the concentration at half of the fitted maximal effect; nearly all actives have a fitted effect of over 80% in size; some results filed as inactive show a strong effect at the top dose
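48 h compound treatment of MCF7-BRCA1-FFLuc cells (phenol-red free MEM, 37 °C), then 15 min with luciferase substrate and luminescence imaging.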
p53 reactivation – qHTS assay for re-activators of p53 using a Luc reporter | H1299 p53-A138V BP100-luciferase reporter, luminescence, 24 h | Potency, µM (titrated, usually from 92.2 µM), inactives show at the highest dose activity change, positive = activation, actives largely listed as activators | 0.063% of 320,000 active; further: potency means the concentration at half of the fitted maximal effect; % of control where 0% means no effect; nearly all actives have a fitted effect of over 45% in size
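H1299 (p53-null), stable ts p53-A138V + BP100-Luc; 1000 cells/well, Opti-MEM/10% FBS; cpd 4 pt, 1:5; 24 h, 37 deg C, 5% CO2; detection reagent 10 min RT; luminescence.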
USP2a block – qHTS Assay for Inhibitors of Ubiquitin-specific Protease USP2a Using CHOP2 as the Reporter; Ubiquitin carboxyl-terminal hydrolase 2 (Homo sapiens), O75604; USP2 core, Ub-CHOP2 coupled fluorogenic reporter, 485/531; Potency, µM (series often up to 38.3 µM), for inactives: top-dose activity change, negative = inhibition, hits mostly inhibitors; 0.01% of 330,000 active;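 further: potency means the concentration at half of the fitted maximal effect; plate controls were DMSO wells for no effect and full inhibition by NEM control for full effect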
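Cell-free coupled assay: 10nM USP2 core preincubated 30min RT with compound in Tris-HCl pH 8.0/CaCl2/CHAPS buffer, then 25nM Ub-CHOP2 and 25nM reporter substrate; fluorescence (Ex 485/Em 531) read after 60min RT, normalized to NEM inhibition, concentration-response curves fitted.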
PTAP TSG101 blk – qHTS Assay for Iinhibitors of HIV-1 Budding by Blocking the Interaction of PTAP/TSG101 | Tumor susceptibility gene 101 protein (Homo sapiens), Q99816 | Fluorescence polarization, FITC-PTAP peptide / Tsg101 binding | Potency, µM (series often up to 115 µM), inactives show at the top dose activity change, negative = inhibition, usual class: inhibitors | 340,000 tested, under 10 active | AID 493005, 2010; active means well fitted inhibition curve with a large enough effect in the main read-out, with a control signal flat, not every such curve was filed as active; inconclusive means small, poorly fitted or top-dose-only effect, or effect the other way, or a change in a side signal; inactive means no such curve, though single readings can be large or run the other way; further: potency means the concentration at half of the fitted maximal effect; % of control where 0% means no effect
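Tsg101 binding domain (10 uM final) was mixed with compound and a FITC-labeled PTAP peptide (50 nM final) in HEPES pH 7.5 buffer with NaCl, Tween 20, EDTA and TCEP; fluorescence polarization was read after 20 min at r.t.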
Active calls of the source: *; u = inconclusive; x = not tested or not shown; [ ] = remark or other dose. Unless noted, the call rests on the fitted dose curve; in most records, active means well fitted curve in the direction sought with a large enough effect; inconclusive means small, poorly fitted or top-dose-only effect, or another doubt; inactive means no such curve, though single readings can be large; an effect the other way counts as inactive or inconclusive.

Results follow in this order: B2AR arrestin | ELG1 genotoxic | Eya2 phos inh | Integrin act MD | TRPV1 agonist | uPA surface inh | S-ASM inh | BRCA1 expr act | p53 reactivation | USP2a block | PTAP TSG101 blk
COc1ccc(-n2c(SCC#N)nnc2-c2cccnc2)cc1
    -0.2% | 7% | 17% | -12% | 1 | 2% | 1% | 1% | 0% | 0% | -10%
CCOC(=O)c1ccc(NC(=O)CSc2nnc(C3CC3)n2CC)cc1
    -0.7% | 0% | -19% | 6% | -2 | 3% | 0% | 0% | -4% | -1% | -3%
NC(=O)COc1ccc(NC(=O)c2ccccc2-c2ccccc2)cc1
    0.0% | -2% | 5% | u | 6 | -2% | 4% | 12% | -4% | -1% | -9%
Cc1ccc(C)c(S(=O)(=O)N2CCN(C(=O)Nc3ccccc3)CC2)c1
    0.1% | 2% | -4% | 4% | u | -16% | -1% | 7% | 4% | 1% | -2%
COC(=O)c1sc(N2C(=O)C(O)=C(C(=O)c3ccc(C)o3)C2c2ccco2)nc1C (stereo not drawn)
    0.2% | -7% | 2% | 19% | 8 | 1% | 4% | 1% | 0% | 2% | 6%
Cc1ccc(S(=O)(=O)N2CCOCC2)cc1C(=O)Nc1ccccc1N1CCOCC1
    0.1% | 2% | -8% | 17% | 5 | 0% | 4% | 5% | -5% | 2% | -1%
CN1C(=O)N(C)c2ccc(Br)c3cccc1c23
    -0.3% | -6% | 2% | 0% | -6 | 4% | -11% | 19% | -1% | -1% | -2%
O=C(O)c1cccc(NC(=O)c2ccc(Cl)c(S(=O)(=O)N3CCCCCC3)c2)c1
    -0.3% | 2.3µM* | -11% | 19% | 0 | 6.3µM* | -4% | 38% | -6% | 2% | -2%
Cc1ccc(/C(N)=N/OC(=O)CSc2ccccc2)cc1
    -0.1% | u | -6% | 6% | 24 | 6% | -2% | 7.9µM* | 6% | -2% | 1%
CCOC(=O)c1sc(-c2ccccc2)cc1N
    -0.2% | 13µM* | -27% | -25% | 7 | -4% | 16% | 13µM* | u | -5% | -4%
COC(=O)c1c(NC(=O)c2cccnc2)sc(C(=O)N(C)C)c1C
    -0.4% | 9% | 0% | -16% | -1 | -2% | 0% | 5% | -3% | 1% | 0%
COc1ccc(C(c2nnnn2CC2CCCO2)N2CCN(c3cccc(C)c3C)CC2)cc1 (stereo not drawn)
    0.1% | -20% | 4% | -23% | 0 | 4% | -3% | -57% | -1% | 3% | -5%
CN1C(=O)c2ccccc2Sc2ccc(C(=O)O)cc21
    -0.4% | 1% | -1% | -15% | 3 | 0% | -1% | -3% | 0% | -2% | -3%
C=CCNC(=O)c1cnc(-c2ccccc2)nc1-c1ccccc1
    0.3% | 2% | -3% | 0% | -2 | 0% | -1% | -8% | -6% | -1% | 0%
COc1ccc(-c2cc(C(=O)NN)[nH]n2)cc1OC
    0.1% | 1% | 9% | 13% | -1 | 10µM* | 2% | -16% | 3% | -2% | 0%
CC1(C)CC(=O)/C(=C(\O)CCCN2C(=O)c3ccccc3C2=O)C(=NCCO)C1
    0.2% | 0% | 8% | 7% | -2 | -5% | 4% | 1% | 6% | -2% | -10%
CC1(C)CCC(=O)N(c2ccc(OC(F)(F)F)cc2)C1=O
    0.3% | -2% | 5% | 9% | -1 | -1% | 5% | 13% | -4% | -5% | -4%
N#C/C(=C\c1cccc(O)c1)c1nc2ccccc2o1
    14% | 11% | -2% | 5% | 11 | 1% | 11% | 5% | 10% | -1% | -1%
C=C(C)Cc1c(C)c(C#N)c2nc3ccccc3n2c1NCCCN(C)C
    2.9% | 4% | 0% | -20% | 8 | 1% | 123%[activator] | -5% | -3% | -3% | -1%
Cc1ccc(S(=O)(=O)Nc2ccc3c(c2)nc(C)n3C)cc1
    -0.7% | -4% | 6% | -22% | -2 | 3% | -3% | -9% | 0% | -1% | -4%
COC(=O)c1cccc(C23CC4(C2)[C@H](CN(Cc2cccnc2)[C@@H]4c2ccccc2)C3c2ccc(C(F)(F)F)cc2)c1 (stereo partly drawn)
    -0.7% | -2% | -4% | 5% | -1 | -2% | -9% | 1% | -1% | 0% | x
COc1ccccc1OCC(=O)Nc1nnc(C2CCCC2)s1
    -1.4% | 6% | 2% | -7% | -1 | 7% | -3% | 3% | 6% | -3% | -7%
COCCN1C(=O)C(=O)/C(=C(/O)c2ccc(S(=O)(=O)N3CCOCC3)cc2)C1c1ccc(O)c(OC)c1 (stereo not drawn)
    0.5% | 0% | 8% | 11% | -2 | 2% | -3% | 12% | 2% | 1% | -5%
O=C(CC1Nc2ccccc2NC1=O)NCCc1ccccc1 (stereo not drawn)
    -0.1% | -3% | 5% | -13% | -3 | -2% | 61%[activator] | -17% | 12% | 0% | 5%
OC(c1ccccc1)(c1ccccc1)c1nccn1-c1ccccc1
    x | x | x | 8% | x | 0% | 5% | -3% | x | x | -4%
CSCC[C@H](NC(=O)N1CCn2c1nc1ccccc12)C(=O)NCc1ccc2c(c1)OCO2
    0.1% | -8% | -6% | -17% | 1 | 4% | -5% | -24% | 0% | 0% | 0%
Cc1cc(NC(=O)CSc2sc3c(O)cc(=O)[nH]c3c2C#N)ccc1Br
    -0.3% | -5% | -4% | -3% | 0 | 1% | -12% | -12% | 4% | 2% | -1%
COCCN1CC(=O)N2C(c3cccc(C)c3)c3[nH]c4ccccc4c3C[C@H]2C1=O (stereo partly drawn)
    0.1% | 0% | -9% | -15% | -1 | -10% | -1% | -16% | -4% | 0% | 0%
COc1ccccc1OCCSc1nnc(CNC(=O)c2ccco2)n1C
    0.2% | -2% | 12% | 20% | 1 | -1% | 2% | -2% | 4% | -2% | -7%
CCOC(=O)N1CCC(NC(=O)c2cc(C(=O)Nc3ccc(S(=O)(=O)N4CCCCC4)cc3)ccc2CO)CC1
    -0.3% | -4% | -5% | 16% | 1 | -1% | -1% | -11% | -3% | 1% | -4%
COc1ccc(/C=N/NC(=O)c2cc(-c3ccccc3)nc3ccccc23)c(OC)c1
    -1.0% | -6% | 5% | 7% | 1 | -9% | -25% | 4% | -11% | -13% | 0%
O=C(CN1C(=O)NC(Cc2c[nH]c3ccccc23)C1=O)NC1CC1 (stereo not drawn)
    -1.0% | -1% | -10% | -11% | -1 | -1% | 3% | 12% | -3% | 2% | -3%
Nc1ccn(C2OC(COP(=O)(O)O)C(O)C2O)c(=O)n1 (stereo not drawn)
    x | x | x | -13% | x | -13% | 2% | -66% | x | x | -1%
CCCCN(CCCC)C(=O)CCS(=O)(=O)c1ccc2c(c1)n(C)c(=O)c(=O)n2C
    -1.0% | 3% | 9% | -51%[inhibitor] | u | -6% | 3% | 0% | 4% | 0% | -7%
Cc1cccc(CSc2nnc(-c3cccs3)n2Cc2ccco2)c1
    0.0% | -11% | -13% | 20% | 4 | x | -2% | 5% | 6% | -1% | 0%
CCNC(=S)N/N=C/c1cccs1
    u | u | 0% | 22% | 2 | 1% | -1% | -13% | 0% | 2% | -4%
Cc1ccc(C(=O)NCCN2CCOCC2)c(Cl)c1
    0.0% | 13% | -6% | -1% | 1 | 5% | 1% | 55% | 19% | 4% | -12%
COC(=O)c1ccc2c(c1)NC(=O)CS2
    -0.3% | -1% | -1% | 33% | -2 | 11% | 8% | -6% | 1% | 1% | -7%
COc1ccc(C(C(C(=O)c2ccco2)N2CCOCC2)N2CCOCC2)cc1 (stereo not drawn)
    -0.4% | 2% | -25% | -3% | 1 | 2% | 11% | 17% | 5% | -1% | -4%
Cn1ncc(Br)c1NC(=O)CSc1ccc(Cl)cc1
    -0.6% | -8% | 13% | -5% | 1 | -12% | 0% | -12% | -3% | -8% | 0%
COc1ccc(NC(=O)C(CC(=O)O)Cc2ccc(C)cc2)cc1 (stereo not drawn)
    -0.3% | -5% | 0% | -7% | -2 | 3% | 3% | -2% | 0% | 3% | -3%
O=C(CN1CCCC1)Nc1nnc(-c2cccs2)s1
    -0.1% | 9% | -3% | 12% | -2 | -3% | 9% | 8% | 29% | 1% | 0%

Screening results from PubChem.

Compounds as they come; any-hit rate near 2.6%.
